# Tb PFK block: T. brucei PFK enzyme inhibition | O15648 | T. brucei PFK, ADP-Glo luminescence | AID 485367 | 0.17% of 330,000 active | Potency, µM (highest dose often 57.5 µM), without a hit: at the top dose activity, negative = inhibition, usual class: inhibitors;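 note: potency is the fitted concentration of half-maximal effect; 0% = uninhibited 1x PFK enzyme wells and -100% = no-enzyme wells; nearly all actives have a fitted effect of over 60% in size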
# Target sequence (O15648 whole entry, looked up): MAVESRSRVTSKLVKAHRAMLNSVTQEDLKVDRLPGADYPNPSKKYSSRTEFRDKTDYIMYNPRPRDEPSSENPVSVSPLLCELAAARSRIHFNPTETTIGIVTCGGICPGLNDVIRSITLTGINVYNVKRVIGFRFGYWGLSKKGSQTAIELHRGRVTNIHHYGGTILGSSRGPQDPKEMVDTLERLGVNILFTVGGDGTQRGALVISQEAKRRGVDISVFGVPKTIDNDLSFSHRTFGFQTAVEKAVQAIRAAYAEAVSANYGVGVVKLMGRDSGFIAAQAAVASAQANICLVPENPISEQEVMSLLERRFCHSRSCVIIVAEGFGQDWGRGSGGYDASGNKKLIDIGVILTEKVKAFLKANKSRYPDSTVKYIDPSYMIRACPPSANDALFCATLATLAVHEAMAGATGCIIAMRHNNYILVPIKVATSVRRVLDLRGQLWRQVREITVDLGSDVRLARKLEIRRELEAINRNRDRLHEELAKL
#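 ADP-Glo luminescence quantified ADP after 45 min at room temperature, with 1.25 nM T. brucei PFK, 0.1 mM ATP and 0.5 mM fructose-6-phosphate in pH 8.0 TEA buffer. qHTS titrations up to 57 µM; curves classified by quality.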
# B2AR arrestin: agonists driving beta-arrestin recruitment to human beta2-adrenergic receptor. beta-arrestin recruitment to beta2AR, cell-based reporter. AID 492947. 0.02% of 330,000 active. Potency, µM (series often up to 46.1 µM), for the others: top-dose activation, hits mostly activators;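 note: potency is the fitted concentration of half-maximal effect; 0% = DMSO controls and full agonism = EC100 isoproterenol or metaproterenol; nearly all actives have a fitted effect of over 65% in size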
# S-ASM inh: human S-ASM enzyme inhibition; AID 504937; P17405; placental ASM, HMU-PC fluorogenic substrate, 60 min; 0.006% of 340,000 active; Potency, µM (series often up to 57.5 µM), for inactives: top-dose activity change, negative = inhibition, actives largely listed as inhibitors; note: potency is the fitted concentration of half-maximal effect
#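 HMU-PC0 cleavage (9 uM final) by human placental ASM, 60 min at 37 °C following 10 min compound exposure at RT; stopped at pH 10, fluorescence Ex 386/Em 447 nm.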
# Coupling enz: coupling enzyme interference in Giardia aldolase counter-screen. coupling enzyme system counterscreen, AmpLite Red fluorescence. activity change, negative = inhibition, % at 58.2 µM, hits read low. 0.67% of 290,000 active. AID 2472; in the data active = activity change below about -30%; note: % is set by controls: 0 for no effect and ±100 for the full control effect
#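 Coupling enzymes only (glyceraldehyde-3-phosphate) + compound, at 57.5 uM final, 10 min RT; add substrate/coupling/AmpLite Red mix, 20 min RT; fluorescence ex 525/em 598 nm. Actives flag coupling-system interference.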
# Giardia kill: kills Giardia lamblia. 0.15% of 340,000 active. activity change, % at 7.66 µM, hits read low. Giardia lamblia trophozoite viability; in the data active = activity change below about -80%; inconclusive = between about -30% and that limit;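 note: parasites exposed to compound for two days anaerobically before the ATP read; % is set by controls: 0 for no effect and ±100 for the full control effect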
#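 Trophozoite viability was measured as ATP-dependent luminescence, read 15-30 min after reagent addition. Before that, parasites at 100 cells/well were exposed to compounds for 48 h, anaerobically, at 37 deg C.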
# Menin-MLL TR inh: menin-MLL binding inhibition, Texas Red mutant peptide; O00255; Menin + Texas Red MLL mutant peptide, fluorescence polarization; Potency, µM (top dose mostly 61.6 µM), for inactives: top-dose FP activity change, negative = inhibition, most hits filed as inhibitors; 0.23% of 270,000 active; AID 1768; active = well fitted inhibition curve with a large enough effect in the polarisation, with a control signal flat, not every such curve was filed as active; inconclusive = small, poorly fitted or top-dose-only effect, or effect the other way, or a change in a side signal; inactive = no such curve, though single readings can be large or run the other way; the % refers to the polarisation; note: potency is the fitted concentration of half-maximal effect; % of control where 0% means no effect; many of its hits are not listed in these tables
# PKM2 act: increases activity of human pyruvate kinase M2; P14618; purified PKM2, Kinase-Glo ATP luminescence, activation; response scale: 0% is enzyme alone, no compound; Potency, µM (series often up to 57.5 µM), for the others: at the top dose activation, most hits filed as activators; 0.34% of 260,000 active; AID 1631; note: potency is the fitted concentration of half-maximal effect; % is set by controls: 0 for no effect and ±100 for the full control effect; nearly all actives have a fitted effect of over 55% in size
#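 Purified hPK-M2 (>95%) run at intermediate activity with 0.1 mM ADP and 0.5 mM PEP in 50 mM imidazole pH 7.2, KCl, MgCl2; 1 h room temperature. ATP formed read by Kinase-Glo luminescence; normalized to uninhibited and no-enzyme controls.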
# PTAP TSG101 blk: blocks PTAP/TSG101 interaction to inhibit HIV-1 budding; Fluorescence polarization, FITC-PTAP peptide / Tsg101 binding; 340,000 tested, under 10 active; Potency, µM (doses to about 115 µM), without a hit: at the top dose activity change, negative = inhibition, hits mostly inhibitors; active = well fitted inhibition curve with a large enough effect in the main read-out, with a control signal flat, not every such curve was filed as active; inconclusive = small, poorly fitted or top-dose-only effect, or effect the other way, or a change in a side signal; inactive = no such curve, though single readings can be large or run the other way; note: potency is the fitted concentration of half-maximal effect; % of control where 0% means no effect
# Target sequence (Q99816 whole entry, looked up): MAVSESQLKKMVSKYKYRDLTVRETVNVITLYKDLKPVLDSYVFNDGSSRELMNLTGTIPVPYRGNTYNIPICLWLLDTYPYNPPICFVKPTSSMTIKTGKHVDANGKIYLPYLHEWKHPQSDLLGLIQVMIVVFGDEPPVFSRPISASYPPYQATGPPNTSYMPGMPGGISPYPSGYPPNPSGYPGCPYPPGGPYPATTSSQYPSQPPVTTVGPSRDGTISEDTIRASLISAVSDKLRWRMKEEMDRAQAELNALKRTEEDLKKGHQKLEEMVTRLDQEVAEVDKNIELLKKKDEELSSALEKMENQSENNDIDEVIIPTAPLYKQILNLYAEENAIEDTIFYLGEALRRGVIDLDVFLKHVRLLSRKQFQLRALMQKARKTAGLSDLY
#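 Tsg101 binding domain (10 uM final) was mixed with compound and a FITC-labeled PTAP peptide (50 nM final) in HEPES pH 7.5 buffer with NaCl, Tween 20, EDTA and TCEP; fluorescence polarization was read after 20 min at r.t.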
# BCR signal inh: inhibitors of chronic active B-cell receptor signaling | ABC-DLBCL IkBa-CBG/CBR reporter, luminescence ratio, 4 h | Potency, µM (series often up to 46.1 µM), for inactives: at the highest dose ratio change, negative = lower green/red ratio, hits mostly inhibitors | 0.05% of 340,000 active | AID 493014; active = well fitted inhibition curve with a large enough effect in the signal ratio, with a control signal flat, not every such curve was filed as active; inconclusive = small, poorly fitted or top-dose-only effect, or effect the other way, or a change in a side signal; the % refers to the signal ratio;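 note: potency is the fitted concentration of half-maximal effect; plate controls were basal doxycycline-induced cells for no effect and cells given 10 µM MG132 for full effect; MG132 reads +100%, hits lower the ratio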
#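 Cell line TMD8 (human ABC DLBCL), stably expressing tet-inducible CBG68-IkBa fusion and CBR; IMDM/0.5% FBS; cpd up to 46 uM; dox induction, 4 h, 37C/5% CO2; dual luminescence; green/red ratio; MG132 control.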
# GALK inh: blocks human galactokinase activity | AID 1868 | Potency, µM (highest dose often 57.5 µM), inactives show top-dose activity change, negative = inhibition, actives largely listed as inhibitors | 0.007% of 270,000 active | Purified GALK, Kinase-Glo residual ATP luminescence | P51570; note: potency is the fitted concentration of half-maximal effect; % is set by controls: 0 for no effect and ±100 for the full control effect
#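 Quantitative HTS: GALK 5 nM, ATP 35 uM, galactose 100 uM, 1 h room temperature, then luciferase-based ATP detection.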
# a7 integrin act: integrin-mediated muscular dystrophy alleviation activation. alpha7betagal myoblasts, beta-gal FDG fluorescence, 48 h. Potency, µM (titrated, usually from 38.3 µM), for the others: at the highest dose activation, hits mostly activators. 0.064% of 350,000 active. AID 624291;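 note: potency is the fitted concentration of half-maximal effect; 100% = response of the positive control SU9516; nearly all actives have a fitted effect of over 60% in size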
#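 Alpha7betagal+/- myoblasts (passage 13) were plated 16-24 hr, then exposed to compounds (1:260 dilution of DMSO stock) for 48 hours at 37C. After MPER lysis, β-galactosidase reporter activity was read as FDG fluorescence (ex 480/em 540) after 30 minutes.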
# An asterisk follows results filed as active; ? = inconclusive; · = not tested or not shown; [ ] = dose if it differs, or a comment. Unless noted, calls come from the whole dose curve; as a rule, active = well fitted curve in the direction sought with a large enough effect; inconclusive = small, poorly fitted or top-dose-only effect, or another doubt; inactive = no such curve, though single readings can be large; an effect the other way counts as inactive or inconclusive.
SMILES,Tb PFK block,B2AR arrestin,S-ASM inh,Coupling enz,Giardia kill,Menin-MLL TR inh,PKM2 act,PTAP TSG101 blk,BCR signal inh,GALK inh,a7 integrin act
Cc1ccc(-c2sc(-c3cccnc3)nc2CC(=O)O)cc1,3.1%,-0.1%,5.6%,3.5,-5.9,7.8%,-13.2%,-2.1%,22.2%,-1.1%,5.1%
CCOC(=O)C1CCN(C(=O)COC(=O)c2ccc(=O)n(Cc3ccccc3)n2)CC1,2.5%,0.2%,1.6%,·,3.8,·,·,-0.4%,-0.9%,·,0.7%
Cc1ccc(NC2(c3nnnn3-c3c(C)cccc3C)CCCCC2)cc1,5.2%,-0.4%,-0.4%,-0.8,-26.5,-15.4%,-8.0%,1.0%,13.9%,1.9%,-2.2%
Nc1cccn2c(-c3ccc(Cl)cc3)cnc12,6.6%,0.0%,5.4%,-30.9*,15.7,?,·,-0.5%,?,1.8%,17.4%
COc1ccc(OC)c(CNC(=O)C2CCCN(c3nc4ccccc4o3)C2)c1 (stereo unspecified),1.6%,-0.1%,4.8%,-3.2,-2.3,-0.4%,-13.2%,3.2%,7.3%,0.5%,-15.4%
COc1ccc(C(=O)NCC(=O)Nc2ccc(F)cc2)cc1OC,-2.5%,0.0%,4.3%,0.1,14.8,4.3%,3.1%,-4.6%,-2.0%,3.7%,0.4%
CSCCCNC(=O)c1ccc(OC2CCN(CCc3ccccc3)CC2)cc1,2.2%,0.5%,-2.2%,3.0,29.3,?,-8.2%,-5.9%,-10.0%,0.2%,-41.5%
O=C(COC(=O)c1ccccc1O)Nc1cccc(S(=O)(=O)N2CCCC2)c1,-4.1%,-0.1%,-2.1%,·,14.8,·,·,0.8%,-9.0%,·,-26.1%
Cc1c(Cl)c([N+](=O)[O-])nn1CCCC(=O)Nc1ccc(Cl)cc1Cl,-0.9%,-0.6%,-2.5%,-0.2,1.6,0.6%,-1.2%,-0.8%,2.6%,0.6%,-7.7%
CCc1ccc(C(=O)COC(=O)c2cnccn2)cc1,5.7%,0.0%,0.0%,-2.1,6.0,-2.5%,1.1%,0.4%,?,0.2%,12.3%
O=C(O)C1CCCCC1C(=O)Nc1ccc(F)cc1F (stereo unspecified),1.2%,-0.5%,-0.4%,0.6,-9.9,-6.7%,0.9%,-4.0%,6.4%,-1.3%,-24.8%
O=S1(=O)CCC(N=Cc2ccc(-c3ccc(Cl)cc3)o2)C1 (stereo unspecified),-25.4%,0.4%,0.7%,-8.3,10.1,?,-5.1%,-3.1%,?,2.6%,-18.3%
COCCn1c(N)c(N(Cc2ccccc2)C(=O)c2oc3ccccc3c2C)c(=O)[nH]c1=O,-1.5%,0.1%,6.5%,2.8,3.2,-6.6%,8.4%,-0.3%,?,2.6%,-9.1%
CS(=O)(=O)N1CCC(C(=O)Nc2c(F)cccc2F)CC1,-8.4%,-0.2%,1.5%,3.5,13.9,4.5%,-2.3%,-1.4%,12.1%,0.0%,8.9%
CCOC(=O)NN=C1CCC(c2ccccc2)CC1 (stereo unspecified),5.6%,0.1%,6.1%,1.8,-3.9,-7.3%,-0.1%,2.3%,-0.5%,-5.2%,?
Cc1ccc(NC(=O)CSc2nc(C)c(C)c(C)n2)cc1S(=O)(=O)N1CCOCC1,3.0%,-0.3%,0.9%,·,-11.7,·,·,0.0%,-1.5%,·,17.8%
Cc1ccc(-n2c(-c3ccc(Cl)cc3)c[n+]3c2CCC3)cc1,-1.2%,-0.2%,1.0%,1.4,9.7,·,-13.0%,-1.1%,3.0%,13.2%,17.1%
Cc1cc(Cl)c(S(=O)(=O)NC2CCCC2)cc1OCC(=O)NC1CCCCC1,1.5%,0.4%,-2.7%,0.0,0.9,?,12.5%,-2.0%,3.0%,1.2%,-11.6%
NC(=O)CSc1nnc(-c2cc(-c3cccs3)nc3ccccc23)o1,0.1%,0.1%,372.9%[activator],1.6,-8.8,?,0.1%,-5.3%,24.9%,-0.4%,9.6%
C/C=C/C(=O)N1c2ccc(C)cc2C(C)=CC1(C)C,2.4%,0.2%,-4.6%,9.7,-26.0,·,2.9%,-1.7%,1.6%,0.1%,15.4%
NC(=O)CC[C@@H]1NC(=O)[C@H](CO)NC(=O)c2cc([N+](=O)[O-])cc(I)c2NCCC[C@@H](C(N)=O)NC(=O)[C@H](Cc2ccc(O)cc2)NC1=O,-0.7%,1.2%,-7.2%,-1.1,-10.3,-1.0%,0.4%,·,1.1%,·,34.4%
COc1cc(C2N(c3cccc(Cl)c3)C(=O)C3CCCN32)cc(OC)c1OC (stereo unspecified),-0.5%,-0.4%,-0.4%,0.4,?,9.8%,-9.7%,-1.0%,?,2.4%,-21.8%
CCN(c1ccc(OC)cc1)S(=O)(=O)c1csc(C(=O)N2CCCC2)c1,0.9%,-0.2%,1.5%,7.1,17.8,9.9%,·,-7.5%,10.4%,3.9%,-7.2%
C=CCn1c(SCC(=O)N(C)C)nc2cc(C(=O)O)ccc2c1=O,0.5%,-0.1%,6.9%,-0.1,-27.1,-11.6%,-0.4%,0.7%,?,-0.1%,-16.1%
COc1ccc(-c2cc3ccccc3n2CC(O)CNC(CO)(CO)CO)cc1 (stereo unspecified),2.4%,0.0%,3.0%,2.0,-14.6,10.2%,4.2%,0.2%,?,-1.6%,-26.7%
# Remaining list, next part:
SMILES,Tb PFK block,B2AR arrestin,S-ASM inh,Coupling enz,Giardia kill,Menin-MLL TR inh,PKM2 act,PTAP TSG101 blk,BCR signal inh,GALK inh,a7 integrin act
O=C(CCCN1CCC(O)(c2cccc(C(F)(F)F)c2)CC1)c1ccc(F)cc1,0.0%,0.2%,0.1%,·,14.1,-19.4%,·,-4.5%,0.0%,·,·
CCC(=O)C1CCCN(C(=O)c2ccc3nc(-c4cccc(OC)c4)oc3c2)C1 (stereo unspecified),-1.2%,2.2%,-1.4%,-1.4,-1.6,-17.6%,-3.7%,1.9%,2.8%,-3.6%,3.5%
CN(C(=O)c1cc2ccccc2oc1=O)C1(C)CCS(=O)(=O)C1 (stereo unspecified),0.7%,0.5%,1.8%,1.9,16.2,3.1%,-4.5%,-1.9%,5.3%,0.0%,2.4%
Cc1ccc(-n2c(SCC3CCCCO3)nnc2-c2ccco2)cc1 (stereo unspecified),-1.2%,0.0%,-1.3%,3.7,20.4,-16.0%,2.4%,-4.0%,7.7%,0.3%,-13.8%
CCCNC(=O)c1ccc(COc2ccc(C(C)(C)C)cc2)o1,-1.8%,-0.3%,-3.1%,0.3,-10.3,?,·,-3.1%,?,-3.4%,-25.3%
Cc1nc(N2CCCCC2)nc(N2CCCCC2)c1C=O,2.6%,-0.1%,2.2%,13.6,-20.8,7.1%,-2.0%,0.9%,-13.2%,0.8%,2.6%
COc1ccc(OC)c(NC(=S)NN2CCOCC2)c1,0.2%,0.0%,4.7%,1.9,-7.9,3.0%,2.2%,-5.8%,5.0%,-0.1%,18.8%
COc1ccc(Nc2nc(N)nc(CSC(=S)N3CCN(C)CC3)n2)cc1,-15.8%,-0.1%,3.3%,-0.7,18.2,7.2%,-8.6%,-2.2%,-9.5%,-1.2%,0.9%
O=[N+]([O-])c1cc(Cl)cc(/C=N/Nc2nc3ccccc3s2)c1O,-0.4%,3.0%,-4.2%,0.3,16.8,?,-10.4%,0.2%,?,4.5%,0.0%
CC(C)C[C@H](NC(=O)c1nc[nH]c1C(=O)NCC(=O)OC(C)(C)C)C(=O)OC(C)(C)C,-0.6%,0.0%,-3.6%,-1.0,-0.7,·,-4.1%,-9.7%,?,2.6%,27.9%
O=c1c(Cc2ccc(Cl)cc2)c(O)ccn1Cc1cccc(Cl)c1,-0.4%,0.2%,0.9%,4.7,-12.7,25.4%,3.3%,0.1%,2.1%,1.2%,5.3%
COc1cc(/C=N/N=C2/NC(=O)C(CC(=O)O)S2)ccc1OCc1cccc(Cl)c1 (stereo unspecified),-0.7%,0.5%,-0.4%,18.2,7.3,18.3%,-22.2%,-4.7%,-1.3%,3.4%,-14.6%
COc1ccccc1NC(=O)NC1CC(=O)N(c2ccc3c(c2)OCCO3)C1 (stereo unspecified),-17.0%,-0.5%,1.7%,·,-0.1,·,·,-0.7%,-17.3%,·,7.2%

# Compound activity as filed in PubChem BioAssay.

# Not all compounds are listed; the hit share may differ from the screen's.
